# Compound activity (PubChem)
# RGS4-Gao reg: modulates binding of RGS4 to human Galphao; 220,000 compounds, 0.33% hits; P09471; binding response (% of control), % at 10 µM; Multiplexed bead flow cytometry; actives lie on both sides; in the data active = binding response below about 49% or above about 150%; inactive = in between;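 note: fluorescent Galphao activated with aluminum fluoride binding bead-coupled RGS4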
# Bim-Mcl-1: human Bim-Mcl-1 interaction inhibition; Q07820; Bead-based flow cytometry, Bim peptide-Mcl-1 binding; inhibition, % at 10 µM; 190,000 compounds, 0.1% hits; AID 1009;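 note: 0% = no compound tracer wells and 100% = peptide blocker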
# ABCG2 block: human ABCG2 inhibition, ABCB1 as counter-screen | IgMXP3 cells, JC-1 efflux, flow cytometry | AID 1325 | inhibition, % at 6.6 µM | 190,000 compounds, 0.1% hits;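 active = inhibition above 80%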;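 note: 0% = DMSO and 100% = nicardipine control wells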
#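 Times: 10 min at 25 °C | Test system: Two drug-resistant human cell lines, ABCG2 and ABCB1 | Quantity: 3 million cells/mL final, two lines in 1:1 ratio | Signal: Flow cytometry, 530 nm JC-1 signal | Dosing: Compound at 6.6 µM | Controls: Nicardipine and DMSO wells | Reagent: JC-1 as fluorescent efflux pump substrate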
# RGS7-Gao reg: regulators of human RGS7-Galphao interaction | Multiplexed bead flow cytometry, RGS7-Galphao binding; actives lie on both sides | binding response (% of control), % at 10 µM | 220,000 compounds, 0.35% hits | AID 1439; in the data active = binding response below about 49% or above about 150%; inconclusive = no clear call, values can overlap the other calls; inactive = in between;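 note: fluorescent Galphao held in activated GDP-AlF4 state binding bead-coupled RGS7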
# ABCB1 block: human ABCB1 inhibition, ABCG2 as counter-screen; P08183; CCRF-Adr cells, JC-1 efflux, flow cytometry; inhibition, % at 6.6 µM; 190,000 compounds, 0.067% hits; AID 1326; in the data active = inhibition above about 40%;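 note: 0% = vehicle and 100% = reference inhibitor; higher value means more JC-1 retained so stronger ABCB1 efflux block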
# Target sequence (P08183 whole entry, looked up): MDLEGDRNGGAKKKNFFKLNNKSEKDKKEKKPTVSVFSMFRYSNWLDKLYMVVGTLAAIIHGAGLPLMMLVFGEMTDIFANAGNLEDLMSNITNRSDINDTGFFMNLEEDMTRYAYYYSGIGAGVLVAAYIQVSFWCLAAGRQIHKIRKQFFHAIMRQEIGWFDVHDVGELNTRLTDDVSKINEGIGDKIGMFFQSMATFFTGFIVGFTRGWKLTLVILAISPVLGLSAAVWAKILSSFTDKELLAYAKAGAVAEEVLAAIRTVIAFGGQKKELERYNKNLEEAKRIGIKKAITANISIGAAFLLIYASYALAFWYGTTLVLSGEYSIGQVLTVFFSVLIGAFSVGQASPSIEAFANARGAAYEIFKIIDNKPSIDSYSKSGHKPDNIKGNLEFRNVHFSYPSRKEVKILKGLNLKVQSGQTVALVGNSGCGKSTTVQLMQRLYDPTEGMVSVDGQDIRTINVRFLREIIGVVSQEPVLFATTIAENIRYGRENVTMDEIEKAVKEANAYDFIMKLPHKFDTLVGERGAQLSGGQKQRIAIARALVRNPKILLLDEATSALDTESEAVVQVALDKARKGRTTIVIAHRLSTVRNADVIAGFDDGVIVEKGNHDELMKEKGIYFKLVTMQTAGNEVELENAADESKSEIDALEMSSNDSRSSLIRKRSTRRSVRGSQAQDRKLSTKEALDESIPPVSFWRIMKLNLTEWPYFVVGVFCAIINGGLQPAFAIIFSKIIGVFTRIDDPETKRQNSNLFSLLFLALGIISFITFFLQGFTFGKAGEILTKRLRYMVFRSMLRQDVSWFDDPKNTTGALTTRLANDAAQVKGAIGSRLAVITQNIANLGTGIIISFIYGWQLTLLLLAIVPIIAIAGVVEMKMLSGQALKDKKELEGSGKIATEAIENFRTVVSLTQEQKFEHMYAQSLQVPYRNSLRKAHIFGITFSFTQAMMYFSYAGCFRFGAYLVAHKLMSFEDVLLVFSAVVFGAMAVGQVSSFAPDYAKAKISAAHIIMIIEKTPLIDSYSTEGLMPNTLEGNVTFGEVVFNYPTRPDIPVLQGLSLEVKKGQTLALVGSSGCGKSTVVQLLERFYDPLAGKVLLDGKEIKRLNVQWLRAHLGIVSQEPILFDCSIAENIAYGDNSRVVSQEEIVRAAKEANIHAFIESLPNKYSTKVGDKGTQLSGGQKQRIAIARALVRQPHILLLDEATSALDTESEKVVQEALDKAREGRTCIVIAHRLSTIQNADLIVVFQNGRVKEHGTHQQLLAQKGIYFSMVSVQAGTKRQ
# Bcl-XL Bim block: disrupts Bim peptide binding to human Bcl-XL; inhibition, % at 10 µM; AID 1007; bead flow cytometry, fluorescence; Q07817; 190,000 compounds, 0.04% hits
# Bim-Bcl-2: inhibitors of Bim-Bcl-2 interaction, human; P10415; Bead-based flow cytometry, Bim peptide-Bcl-2 binding; inhibition, % at 10 µM; 190,000 compounds, 0.06% hits; AID 950; in the data active = inhibition above about 40%; inconclusive = no clear call, values can overlap the other calls;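 note: 0% = no compound wells with probe peptide and 100% = reference peptide inhibitor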
# RGS8-Gao reg: modulates binding of RGS8 to human Galphao; multiplexed bead flow cytometry; actives lie on both sides; response (percent of control binding), % at 10 µM; 220,000 compounds, 0.34% hits; in the data active = response below about 60% or above about 140%; inactive = in between;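 note: Galphao activated as the GDP aluminium fluoride complex binding bead-coupled RGS8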
# Bfl-1 Bim block: disrupts Bim binding to human Bfl-1; 190,000 compounds, 0.12% hits; Bead-based flow cytometry, Bim-Bfl-1 binding inhibition; inhibition, % at 10 µM;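 note: 0% = wells without compound plus tracer and 100% = blocker peptide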
# Bcl-W Bim block: human Bim-Bcl-W interaction inhibition; inhibition, % at 10 µM; AID 952; Q92843; 190,000 compounds, 0.02% hits; bead-based flow cytometry, Bim peptide-Bcl-W binding;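 note: 0% = bound tracer without compound and 100% = peptide blocker; higher means less fluorescent Bim peptide bound to Bcl-W beads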
# Bcl-B Bim block: inhibitors of Bim-Bcl-B interaction, human; Q9HD36; bead-based flow cytometry, Bim peptide-Bcl-B binding; inhibition, % at 10 µM; 190,000 compounds, 0.073% hits; AID 951;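 note: 0% = tracer peptide without compound and 100% = reference inhibitor peptide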
# The depositor's hits bear a star; u = inconclusive. Cut-off read from the data, not from the text of the source, unless noted: active = inhibition above about 40%. Not a hit list; any-hit rate near 0.94%.
Structure	RGS4-Gao reg	Bim-Mcl-1	ABCG2 block	RGS7-Gao reg	ABCB1 block	Bcl-XL Bim block	Bim-Bcl-2	RGS8-Gao reg	Bfl-1 Bim block	Bcl-W Bim block	Bcl-B Bim block
Brc1ccc(C2=Nc3ccccc3C(c3ccncc3)=NN2)cc1	99	0	5	96	1.0	-5	1	100	-3	0	-5
COc1ccc(NC(=O)NNC(=O)CCC(=O)Nc2ccccc2Cl)cc1	99	-1	5	98	1.2	0	-1	99	-6	-4	-2
Cc1ccccc1/C=N/N1CCN(c2ccccc2)CC1	98	0	8	96	1.1	-2	0	99	1	0	0
Cc1nc2ccccc2n1C(=O)N(C)C	104	1	1	105	0.6	-5	-2	107	-5	-1	-5
CC1Cc2ccccc2N1C(=O)COC(=O)C1(c2ccccc2F)CCCC1 (stereo not drawn)	97	-1	3	96	1.6	0	-1	98	-3	-2	3
O=C(NC1CCCCC1)N1CCC(c2nc3ccccc3[nH]2)CC1	101	0	0	101	-0.1	12	-2	102	-14	3	-6
CN(C)n1cnc2ccsc2c1=O	102	1	0	107	0.0	0	0	104	-1	0	-4
Cc1ccc(C)c(N(CC(=O)Nc2ccccc2C(=O)NCc2ccco2)S(=O)(=O)c2ccccc2)c1	99	-7	48	102	7.1	-7	-7	101	-6	-5	-10

# Among those listed so far, 4 have nitrogen in an aromatic ring.
Structure	RGS4-Gao reg	Bim-Mcl-1	ABCG2 block	RGS7-Gao reg	ABCB1 block	Bcl-XL Bim block	Bim-Bcl-2	RGS8-Gao reg	Bfl-1 Bim block	Bcl-W Bim block	Bcl-B Bim block
Brc1ccc(C2=Nc3ccccc3C(c3ccncc3)=NN2)cc1	99	0	5	96	1.0	-5	1	100	-3	0	-5
Cc1nc2ccccc2n1C(=O)N(C)C	104	1	1	105	0.6	-5	-2	107	-5	-1	-5
O=C(NC1CCCCC1)N1CCC(c2nc3ccccc3[nH]2)CC1	101	0	0	101	-0.1	12	-2	102	-14	3	-6
CN(C)n1cnc2ccsc2c1=O	102	1	0	107	0.0	0	0	104	-1	0	-4

# (more compounds)
Structure	RGS4-Gao reg	Bim-Mcl-1	ABCG2 block	RGS7-Gao reg	ABCB1 block	Bcl-XL Bim block	Bim-Bcl-2	RGS8-Gao reg	Bfl-1 Bim block	Bcl-W Bim block	Bcl-B Bim block
CCNC(=O)n1nccc1C(C)Oc1cccc(C(F)(F)F)c1 (stereo not drawn)	109	0	4	110	0.7	-1	-1	103	-6	-1	0
N/C(=N/S(=O)(=O)c1ccccc1)c1cccc([N+](=O)[O-])c1	101	1	6	106	-0.2	0	-4	103	-9	-1	-4
CCn1cnc2cc(NCc3nc4ccccc4n3C)ccc21	100	0	47	106	1.2	-3	-10	103	-16	-1	-6
O=C(CCN1CCN(c2ccc(F)cc2)CC1)Nc1ccc(F)cc1	105	-5	11	103	0.5	-10	-13	99	-19	-2	-8
Cc1ccc2nsnc2c1NC(=O)Cc1ccc(Cl)cc1	98	0	0	99	2.6	-2	-3	101	-2	-2	0
Cc1ccc(NS(=O)(=O)c2ccc(OCC(=O)NCc3ccco3)cc2)cc1	97	-6	6	96	0.8	-3	-3	95	0	-2	-8
CCCC(C)NC(=O)c1sc2nc3n(c(=O)c2c1C)CCC3 (stereo not drawn)	107	-2	2	122	0.1	-4	1	97	-1	-3	-5
O=c1c2cc(Br)cc(Br)c2oc2nc3n(c(=O)c12)CCCS3	96	1	3	96	0.4	-2	-8	98	-10	0	-6

Structure	RGS4-Gao reg	Bim-Mcl-1	ABCG2 block	RGS7-Gao reg	ABCB1 block	Bcl-XL Bim block	Bim-Bcl-2	RGS8-Gao reg	Bfl-1 Bim block	Bcl-W Bim block	Bcl-B Bim block
Cc1ccc2c(Cl)c(C)c(N3CCCC3)nc2n1	98	-3	7	99	1.5	-5	-7	101	-13	-4	-6
COc1cc(C2NC(C(=O)O)Cc3c2[nH]c2ccccc32)cc(OC)c1OC (stereo not drawn)	106	-2	2	105	0.2	-3	-3	105	0	1	0
Cc1ccc(OC(C)C)c(CN(CCO)CCO)c1	105	0	3	102	0.8	-1	1	105	-1	0	1
CCN(CCO)C(=O)CC(c1ccccc1)c1cc(Br)ccc1O (stereo not drawn)	102	-2	20	100	1.6	-2	-9	101	-14	-1	-7
Cc1ccc2c(c1)C=CC(C)N2C(=O)c1ccccc1 (stereo not drawn)	100	-2	7	98	1.3	-8	-9	103	-22	-1	-10
COc1cccc2sc(NNC(=O)c3nc4ccccc4s3)nc12	88	-3	-3	96	-1.7	-4	2	99	1	-1	-7
Cc1cc(C)c2nc(C(F)(F)F)nc(NCCCN3CCCC3=O)c2c1	83	0	11	93	1.6	1	0	94	1	-1	0
CC(=O)NC1C(=O)N=C(SCC(=O)NC(C)c2ccccc2)NC1=O (stereo not drawn)	98	-1	1	98	0.7	1	2	102	1	0	2

Structure	RGS4-Gao reg	Bim-Mcl-1	ABCG2 block	RGS7-Gao reg	ABCB1 block	Bcl-XL Bim block	Bim-Bcl-2	RGS8-Gao reg	Bfl-1 Bim block	Bcl-W Bim block	Bcl-B Bim block
Cc1cccc(NC(=O)c2ccc3ccccc3n2)n1	91	1	1	93	0.2	-4	-7	90	-9	7	-5
Cc1sc2ncn(Cc3ccccc3F)c(=O)c2c1C	100	-1	-1	98	-1.0	-6	0	103	-6	0	-6
O=C(c1cc(S(=O)(=O)N2CCOCC2)ccc1F)N1CCCc2ccccc21	101	0	-3	99	-2.0	-3	-10	104	-5	0	-8
Cc1cc2c(cc1C)CSC(c1c(O)ccc3ccccc13)SC2	98	2	-2	99	-0.3	-6	-1	100	-10	-1	-5
COc1ccc(CCN=C(N)NS(=O)(=O)c2ccc(F)cc2)cc1	94	-3	3	90	0.7	-4	-7	96	-8	0	-6
O=c1[nH]c(CS(=O)(=O)c2ccccc2)nc2ccccc12	102	4	0	97	0.2	9	29	96	7	3	0
O=C(Cn1nc(Cc2cccnc2)c2ccccc2c1=O)Nc1ccc2c(c1)OCO2	94	6	0	91	0.1	10	3	89	8	7	1
CCOC(=O)C1C(=O)NC(N2CCCCC2)=NC1c1ccco1 (stereo not drawn)	102	-2	-4	98	-0.5	-10	-9	101	-19	-2	-7

# Results follow in this order: RGS4-Gao reg	Bim-Mcl-1	ABCG2 block	RGS7-Gao reg	ABCB1 block	Bcl-XL Bim block	Bim-Bcl-2	RGS8-Gao reg	Bfl-1 Bim block	Bcl-W Bim block	Bcl-B Bim block
CCN/N=C(\Cc1nc2ccccc2[nH]1)c1ccccc1
→ 105	0	2	u	1.1	1	-4	103	-4	1	1
N#Cc1c(C(F)(F)F)cc(-c2ccc(F)cc2)[nH]c1=O
→ 102	-1	17	103	1.6	2	-1	102	1	1	3
O=C(Nc1nnc(SCC(=O)N2CCCc3ccccc32)s1)c1ccc2ccccc2c1
→ 94	19	-1	94	-0.1	24	12	94	20	19	23
O=C(c1ccccc1-c1nc2ccccc2[nH]1)N1CCOCC1
→ 103	1	0	102	0.0	2	-2	101	-7	2	-5
CCNC(=S)N1CCN=C1Nc1nc(C)cc(C)n1
→ 99	-5	10	79	1.2	-4	0	81	0	-3	1
O=S(=O)(Nc1ccccn1)c1cccs1
→ 91	3	-1	95	-0.4	0	-6	96	-5	0	-4
COc1ccc2c(c1)C=C(CN1CCN(C(C)C)C(CCO)C1)CO2 (stereo not drawn)
→ 103	-2	0	104	5.1	-7	-5	100	-7	-9	-7
CS(=O)(=O)NCCSCc1ccc(Cl)cc1
→ 79	0	0	78	0.0	-3	-2	87	-9	-1	-5
CCn1c(=O)cc(OCC(=O)N2CCN(c3ccc(F)cc3)CC2)c2ccccc21
→ 102	-2	10	102	3.2	-3	-1	100	-3	0	-3
COC(=O)CCCNS(=O)(=O)c1ccc2ccccc2c1
→ 103	-3	10	101	1.8	-4	-4	105	-2	-6	-6
Cc1c(-c2cc(C(=O)O)no2)cnn1C
→ 103	0	-4	103	-0.7	0	-2	101	4	-2	0
CCCCNC(=O)c1sc2nc(C)cc(COC)c2c1-n1cccc1
→ 101	-4	2	104	0.7	-2	-3	99	0	-4	-1
N/C(=N\OC(=O)Oc1ccccc1)c1ccc(Br)cc1
→ 98	0	-7	100	-7.7	-4	-11	102	-6	0	-9
COc1ccc(/C(O)=C2/C(=O)C(=O)N(CCN(C)C)C2c2ccc(F)cc2)cc1Cl (stereo not drawn)
→ 96	0	1	98	0.4	-1	-1	102	0	0	1
C/C(=N\NS(=O)(=O)c1ccc([N+](=O)[O-])cc1)c1cccs1
→ 64	0	25	54	4.2	-3	-3	71	-2	0	-5
COc1ccc(C(=O)Nc2ccc3c(c2)Cc2ccccc2-3)cc1
→ 102	0	3	100	0.7	2	0	102	0	0	1
CC(C)NCC#CCOc1ccc(Cl)cc1
→ 97	1	4	u	0.0	0	0	98	-1	2	0
COc1ccc(CCNC(=O)COc2ccc(S(=O)(=O)NC3CCCCC3)cc2Cl)cc1
→ 101	-5	7	102	1.3	-4	-4	102	-5	0	-3
O=C(Nc1ccon1)c1cccc(C(F)(F)F)c1
→ 95	-3	0	96	0.0	1	0	97	-1	0	0
CC(C)OC(=O)c1cc2ccccc2[nH]1
→ 97	-2	1	100	0.1	-3	-2	97	0	-2	-7
Cc1cc(C)cc(NC(=O)Cc2ccc(-n3cccc3)cc2)c1
→ 101	0	14	101	0.6	-2	-6	96	-1	0	-3
CCCCCn1c(SCC(=O)c2ccccc2)nc2cc(C(=O)NCc3ccco3)ccc2c1=O
→ 86	-1	4	90	0.9	-2	-1	99	-1	-1	-1
CC(=O)c1ccccc1NS(=O)(=O)c1c(C)nn(-c2ccccc2)c1C
→ 98	-1	4	98	0.6	-5	-11	102	-12	-1	-9
CC(C)(C)c1ccc(S(=O)(=O)NCc2ccc(C(=O)N3CCCC3)cc2)cc1
→ 94	2	2	102	0.8	-2	0	102	-6	0	-4

# Some of these compounds in order of molecular weight, descending.
# Results follow in this order: RGS4-Gao reg	Bim-Mcl-1	ABCG2 block	RGS7-Gao reg	ABCB1 block	Bcl-XL Bim block	Bim-Bcl-2	RGS8-Gao reg	Bfl-1 Bim block	Bcl-W Bim block	Bcl-B Bim block
O=C(Nc1nnc(SCC(=O)N2CCCc3ccccc32)s1)c1ccc2ccccc2c1
→ 94	19	-1	94	-0.1	24	12	94	20	19	23
C/C(=N\NS(=O)(=O)c1ccc([N+](=O)[O-])cc1)c1cccs1
→ 64	0	25	54	4.2	-3	-3	71	-2	0	-5
Cc1cc(C)cc(NC(=O)Cc2ccc(-n3cccc3)cc2)c1
→ 101	0	14	101	0.6	-2	-6	96	-1	0	-3
